RGS4 inh = RGS4 inhibitors, primary screen, cell-based, HEK293 M3R inducible RGS4, calcium flux; Regulator of G-protein signaling 4 (Homo sapiens), P49798; Fluo-4 calcium flux; hits give high values; triggered by carbachol at its EC20; B-score at 10 µM; hit rate 0.45% among 310,000; AID 463165, 2010;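 active means B-score, a plate-corrected calcium signal, over three deviations above library mean, with baseline fluorescence within five deviations of library mean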;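 further: RGS4 expression induced by doxycycline in cells with stable M3 receptor; B-score is computed from the integrated fluorescence ratio over baseline after carbachol; higher B-score means a larger calcium signal and so more RGS4 inhibition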
Target sequence (P49798 whole entry, looked up): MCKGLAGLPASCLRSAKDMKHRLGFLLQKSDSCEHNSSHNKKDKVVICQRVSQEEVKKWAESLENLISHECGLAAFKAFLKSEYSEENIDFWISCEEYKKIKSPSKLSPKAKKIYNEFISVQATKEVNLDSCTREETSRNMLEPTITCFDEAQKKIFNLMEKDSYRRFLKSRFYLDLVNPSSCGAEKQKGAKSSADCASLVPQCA
hERG protect = hERG rescue from dofetilide block, primary screen, cell-based, CHO-hERG, FluxOR thallium flux, dofetilide IC70; Voltage-gated inwardly rectifying potassium channel KCNH2 (Homo sapiens), Q12809; hit rate 0.51% among 310,000; AID 1511, 2009; dofetilide IC70 present; activation (rescue from dofetilide block), less the hit threshold, % at 10 µM;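 active means activation above the mean of controls blocked by dofetilide plus 5 SD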;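 further: thallium influx through hERG after potassium depolarization seen as dye fluorescence rise; in these data hits start at about 4.7%; inactives centre near -7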
RGS4 act = RGS4 potentiators or activators, primary screen, cell-based, HEK293 M3R inducible RGS4, calcium flux; carbachol calcium flux Fluo4; hits give low values; B-score at 10 µM; hit rate 0.92% among 310,000;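 active means B-score of the integrated calcium signal more than 4 SD below the library mean, with starting fluorescence not abnormally high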;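 further: negative B-score means reduced calcium response which marks RGS4 activation or potentiation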
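Assay system: Inducible-RGS4 HEK293 cells carrying M3 receptor | Schedule: Compound preincubation 20 min at room temperature before agonist | Signal: Kinetic calcium fluorescence imaging with Fluo4-AM dye, 2 µM | Read-out basis: B score from integrated fluorescence ratio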
KCNQ1 act = potentiators or activators of KCNQ1 channel, primary screen, cell-based, thallium flux, high-throughput. Potassium voltage-gated channel subfamily KQT member 1 (Homo sapiens), P51787. CHO-K1 KCNQ1, thallium flux FluxOR fluorescence; hits give high values. B-score at 10 µM. hit rate 0.35% among 310,000;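 active means fluorescence ratio B-score, a plate-corrected score, at least three library SD, with initial intensity B-score within 5 SD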
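assay system = CHO-K1 cells stably expressing KCNQ1 | medium = assay buffer, equal DMSO in all wells | timing = 37 °C overnight plating, 90-min dark dye load, 20-min compound pretreatment | measured by = kinetic FluxOR thallium fluorescence, 10-s 1-Hz baseline, 110-s post-stimulus read | measure = fluorescence change relative to baseline, converted to B score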
Dyrk1A ADPGlo = rat Dyrk1A kinase inhibitors, primary screen, biochemical, single point, plate reader; Dual specificity tyrosine-phosphorylation-regulated kinase 1A (Rattus norvegicus), Q63470; ADP-Glo luminescence, NFATc1 peptide; inhibition, % at 12.5 µM; hit rate 0.43% among 310,000; AID 504441, 2011; in the data active means inhibition above about 50%;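 further: plate controls were vehicle with enzyme for no effect and no enzyme for full effect; many of its hits are not listed in these tables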
PolyA inhibitor = polyadenylation inhibitors in yeast reporter cells, primary screen, luminescence, S. cerevisiae. AID 1875, 2009. hit rate 0.02% among 300,000. calls only at 12 µM. S. cerevisiae SKY197-pL101 polyadenylation reporter, beta-gal luminescence; efflux-impaired pdr1/pdr3 knockout yeast; score 100 = 6 SD above DMSO;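 active means lowest replicate activity score at least 50, where 100 means six control SD above control mean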;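 further: yeast exposed to compound for 9 h at 30 °C; higher score means more reporter readthrough which indicates perturbed polyadenylation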
KCNK3 inh = human KCNK3 channel inhibitors, primary screen, CHO cells, FluxOR thallium flux, B-score; FluxOR fluorescence; hits give low values; B-score at 10 µM; hit rate 0.84% among 340,000; AID 602410, 2012;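 active means B-score under library mean minus 4 SD, starting fluorescence ratio at most library mean plus 5 SD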;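 further: more negative B-score means stronger inhibition of thallium flux through KCNK3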
GSK3A inh = blockers of GSK3A enzyme activity – biochemical, luminescence, cell-free homogeneous, HTS, primary screen | Glycogen synthase kinase-3 alpha (Homo sapiens), P49840 | GSK-3 alpha kinase, ADP-Glo luminescence, 60 min | inhibition, % at 10 µM | hit rate 0.1% among 320,000;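 in the data active means inhibition above about 50%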;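 further: GST-tagged GSK-3 alpha with peptide substrate and 25 µM ATP; 0% = DMSO neutral wells and 100% = GW8510 positive control wells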
Target sequence (P49840 whole entry, looked up): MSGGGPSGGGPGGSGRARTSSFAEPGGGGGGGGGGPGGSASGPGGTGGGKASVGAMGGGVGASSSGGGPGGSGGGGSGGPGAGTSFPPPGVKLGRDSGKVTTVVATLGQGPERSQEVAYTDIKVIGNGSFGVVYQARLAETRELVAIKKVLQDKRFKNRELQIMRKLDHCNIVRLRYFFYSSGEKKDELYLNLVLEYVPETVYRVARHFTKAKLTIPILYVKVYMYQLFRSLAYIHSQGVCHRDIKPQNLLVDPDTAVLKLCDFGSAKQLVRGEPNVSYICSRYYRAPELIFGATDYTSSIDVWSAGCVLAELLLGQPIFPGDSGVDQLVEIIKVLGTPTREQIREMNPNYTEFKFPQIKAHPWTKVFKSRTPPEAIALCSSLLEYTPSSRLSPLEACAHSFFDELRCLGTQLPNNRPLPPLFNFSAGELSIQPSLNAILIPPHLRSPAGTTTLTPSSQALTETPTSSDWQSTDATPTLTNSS
GSK3B inh = human GSK3beta kinase inhibitors, primary screen, biochemical, cell-free homogeneous, HTS; Glycogen synthase kinase-3 beta (Homo sapiens), P49841; GST-GSK3beta kinase, ADP-Glo luminescence, 60 min; hits give low values; hit rate 0.038% among 300,000; activity score (negative = inhibition), % at 10 µM;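 active means more than half of replicate wells score below -50%, meaning over 50% inhibition versus plate controls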;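 further: 0% = median DMSO wells and -100% = median GW8510 positive control wells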
Target sequence (P49841 whole entry, looked up): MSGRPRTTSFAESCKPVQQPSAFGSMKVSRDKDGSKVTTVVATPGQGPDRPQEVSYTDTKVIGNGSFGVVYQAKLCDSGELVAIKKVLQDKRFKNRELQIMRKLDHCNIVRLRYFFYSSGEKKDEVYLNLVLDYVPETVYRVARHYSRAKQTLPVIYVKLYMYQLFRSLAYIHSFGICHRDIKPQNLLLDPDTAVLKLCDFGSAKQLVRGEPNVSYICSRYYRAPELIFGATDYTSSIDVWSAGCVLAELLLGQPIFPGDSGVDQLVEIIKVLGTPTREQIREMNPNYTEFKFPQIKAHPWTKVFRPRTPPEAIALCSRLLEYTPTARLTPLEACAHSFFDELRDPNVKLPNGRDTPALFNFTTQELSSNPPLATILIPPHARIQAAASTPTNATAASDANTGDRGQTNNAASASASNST
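Assay system: GST-tagged human GSK3beta kinase, cell-free; Input: 1.6 ng GSK3beta; Medium: Tris/MgCl2 kinase buffer; Timing: 60 min enzyme reaction, room temperature; Signal: ADP-Glo luminescence quantifying ADP generated by kinase; Evaluation: score relative to plate controls; Benchmarks: DMSO neutral wells and GW8510 at 20 µM as positive.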
KCNK9 block = KCNK9 potassium channel inhibitors, primary screen, HEK293 cells, thallium flux; B-score at 10 µM; hit rate 1.2% among 310,000; AID 488922, 2010; Potassium channel subfamily K member 9 (Homo sapiens), Q9NPC2; FluxOR thallium flux fluorescence; hits give low values;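 active means ratio B-score over 3 SD below the library mean, with starting fluorescence within 5 SD of its mean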;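 further: negative B-score means less thallium flux so channel inhibition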
KCNQ1 block = inhibitors of human KCNQ1 channel, primary screen, cell-based, thallium flux, high-throughput. hit rate 1.3% among 310,000. Potassium voltage-gated channel subfamily KQT member 1 (Homo sapiens), P51787. CHO-K1 KCNQ1, FluxOR thallium flux fluorescence; hits give high values. AID 2642, 2010. B-score at 10 µM;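 active means compounds whose thallium flux B-score, printed positive for inhibition, exceeds three library SD while starting fluorescence stays within three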;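 further: channel opened by potassium depolarization with thallium stimulus after 20 min compound exposure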
* = called active by the depositor; i = inactive; . = not tested or not shown. The list is partial, so the mix of outcomes need not match the whole.

No. | mol | RGS4 inh | hERG protect | RGS4 act | KCNQ1 act | Dyrk1A ADPGlo | PolyA inhibitor | KCNK3 inh | GSK3A inh | GSK3B inh | KCNK9 block | KCNQ1 block
1 | Cc1ccc(/C=N/NC(=O)NC23CC4CC(CC(C4)C2)C3)o1 | i | -12 | i | i | 12 | i | i | 1 | -1 | i | i
2 | O=C(COc1ccccc1)N1CCN(C(=O)Cc2ccccc2)CC1 | i | -9 | i | i | 0 | i | i | -3 | 1 | i | i
3 | COC(=O)[C@@]12CCCCN1[C@H](c1ccc(-c3ccccc3)cc1)[C@@H]1C(=O)N(C)C(=O)[C@@H]12 | i | -12 | i | i | 2 | i | i | 0 | 2 | i | i
4 | COC(=O)c1ccc(S(=O)(=O)NNC(=O)COc2ccc(C)cc2)cc1 | i | -11 | i | i | -7 | i | i | -2 | -2 | i | i
5 | COc1cc(CN(CCN(C)C)Cc2ccccc2)ccc1OCc1ccccc1 | i | -9 | i | i | 0 | i | i | 3 | -5 | i | i
6 | Cc1ccc(C(=O)NCCNC(=O)c2ccco2)cn1 | i | -2 | i | i | -4 | i | i | 1 | 0 | i | i
7 | Brc1ccc(-c2csc(N3CCc4ccccc4C3)n2)cc1 | i | -5 | i | i | 2 | i | i | 0 | -3 | i | i
8 | COc1ccccc1NC(=O)CN1C(=O)CSC(C)C1=O (stereo not given) | i | -4 | i | i | 2 | i | i | -2 | -2 | i | i
9 | CCOc1ccccc1N(CC(=O)NC1CCCCC1)C(=O)CCCC(=O)Nc1ccccn1 | i | -10 | i | i | -2 | i | i | 1 | 0 | i | i
10 | CNS(=O)(=O)c1cn(CC(=O)NCc2ccc(N(C)C)cc2)cc1S(=O)(=O)NC | i | -3 | i | i | . | i | i | -4 | 2 | i | i
11 | Cc1nc2ccc(-c3ccccc3)cc2o1 | i | -9 | i | i | 0 | i | i | 4 | 2 | i | i
12 | C/C(=N\NS(=O)(=O)c1ccccc1)c1ccc2c(c1)OCO2 | i | -5 | i | i | -6 | i | i | -3 | 3 | i | i
13 | CCCCN(C(=O)c1cccc(C)c1)c1c(N)n(CCC)c(=O)[nH]c1=O | i | -7 | i | i | -9 | i | i | -1 | 5 | i | i
14 | COc1ccc(OCCC(=O)c2ccc(OC)cc2)cc1 | i | -5 | i | i | -1 | i | i | -1 | 2 | i | i
15 | CN(C)CCN(C(=O)c1ccc2c(c1)OCCO2)c1nc2cc3c(cc2s1)OCO3 | i | -12 | i | i | -7 | i | i | 0 | -4 | i | i
16 | CCn1c(SCC(=O)N2CCOCC2)nc2sc3c(c2c1=O)CCCC3 | i | -11 | i | i | -2 | i | i | -1 | -1 | i | i
17 | COc1ccc(NC(=O)c2cc(-c3ccco3)nc3ccccc23)cc1 | i | -5 | i | i | -1 | i | i | -2 | 0 | i | i
18 | Cc1ccc(N2CCN(CC3CC=CCC3)CC2)cc1 (stereo not given) | i | -9 | i | i | -6 | i | i | 2 | 2 | i | i
19 | CSc1cccc(NC(=O)Nc2nc3c(C)cccc3s2)c1 | i | -11 | i | i | . | i | i | -3 | -7 | i | i
20 | COc1ccc(C(NC(=O)c2cc(OC)ccc2OC)c2ccccc2)cc1 (stereo not given) | i | -11 | i | i | 4 | i | i | -2 | 0 | i | i
21 | COc1cc(/C=C2/C(=O)NN(c3ccc(Cl)cc3)C2=O)cc(Br)c1O | i | -6 | i | i | 19 | i | i | 5 | -14 | i | i
22 | COc1ccc(NC(=S)NCc2ccc(S(N)(=O)=O)cc2)c(OC)c1 | i | -6 | i | i | -8 | i | i | 0 | 2 | i | i
23 | COc1ccc(CNc2cc(NCCCO)c([N+](=O)[O-])c3nonc23)cc1 | i | -2 | i | i | 8 | i | i | 27 | -9 | i | i
24 | Cc1ccccc1C(=O)Nc1ccccn1 | i | -13 | i | i | 5 | i | i | -4 | 3 | i | i

Two compounds from above, showing only RGS4 act.
no.	canonical_smiles	RGS4 act
18	Cc1ccc(N2CCN(CC3CC=CCC3)CC2)cc1 (stereo not given)	i
17	COc1ccc(NC(=O)c2cc(-c3ccco3)nc3ccccc23)cc1	i

Following part:
No. | mol | RGS4 inh | hERG protect | RGS4 act | KCNQ1 act | Dyrk1A ADPGlo | PolyA inhibitor | KCNK3 inh | GSK3A inh | GSK3B inh | KCNK9 block | KCNQ1 block
25 | CNC(=O)c1ccc(Nc2nnc(C)c3ccccc23)cc1 | i | -5 | i | i | 14 | i | i | 0 | 1 | i | i
26 | Cc1cc2[nH]c(=O)c(=O)[nH]c2cc1S(=O)(=O)NCc1ccccc1 | i | -6 | i | i | 1 | i | i | 3 | -3 | i | i
27 | O=C(Nc1ccccc1-c1ccccc1)c1cc(C(F)(F)F)cc(C(F)(F)F)c1 | i | -2 | i | i | -2 | i | i | . | 2 | i | i
28 | Cc1nn(-c2ccccn2)c2nc(-c3cccs3)cc(C(=O)N3CCOCC3)c12 | i | -22 | i | i | -1 | i | i | . | -3 | i | i
29 | Cc1c(C)n2c(SCC(=O)Nc3cccc4ccccc34)nnc2[nH]c1=O | i | -2 | i | i | -1 | i | i | . | 2 | i | i
30 | COc1ccc(NS(=O)(=O)c2cc(NC(=O)c3cnccn3)ccc2N2CCCC2)cc1 | i | 0 | i | i | -1 | i | i | 1 | -1 | i | i
31 | COc1cccc(OC)c1C(=O)Nc1cccc(-c2ccc(N3CCOCC3)nn2)c1 | i | -14 | i | i | 9 | i | i | 3 | 0 | i | i
32 | CCOC(=O)N1CCN(C(=O)CSCc2ccccc2Cl)CC1 | i | -4 | i | i | 0 | i | i | -3 | 1 | i | i
33 | CCn1cnc2cc(NCc3cccs3)ccc21 | i | -19 | i | i | 2 | i | i | 0 | 0 | i | i
34 | CCOC(=O)N1CCN(S(=O)(=O)c2ccc(C(=O)NNc3nc4c(C)cc(C)cc4s3)cc2)CC1 | i | -7 | i | i | . | i | . | 3 | 0 | i | i
35 | COc1ccc(NC(=O)c2ccco2)cn1 | i | -8 | i | i | 0 | i | i | 3 | 1 | i | i
36 | O=C(CCCN1C(=O)c2ccccc2C1=O)Nc1ccc(S(=O)(=O)N2CCCCC2)cc1 | i | -6 | i | i | 10 | i | i | -2 | -1 | i | i

Compound profiles (already shown). Values in the order: RGS4 inh | hERG protect | RGS4 act | KCNQ1 act | Dyrk1A ADPGlo | PolyA inhibitor | KCNK3 inh | GSK3A inh | GSK3B inh | KCNK9 block | KCNQ1 block
`COC(=O)[C@@]12CCCCN1[C@H](c1ccc(-c3ccccc3)cc1)[C@@H]1C(=O)N(C)C(=O)[C@@H]12` is listed with i | -12 | i | i | 2 | i | i | 0 | 2 | i | i
`CN(C)CCN(C(=O)c1ccc2c(c1)OCCO2)c1nc2cc3c(cc2s1)OCO3` is listed with i | -12 | i | i | -7 | i | i | 0 | -4 | i | i
`CCOC(=O)N1CCN(C(=O)CSCc2ccccc2Cl)CC1` is listed with i | -4 | i | i | 0 | i | i | -3 | 1 | i | i

New compounds follow.
No. | mol | RGS4 inh | hERG protect | RGS4 act | KCNQ1 act | Dyrk1A ADPGlo | PolyA inhibitor | KCNK3 inh | GSK3A inh | GSK3B inh | KCNK9 block | KCNQ1 block
37 | S=C(Nc1ccccc1)Nc1nc2ccccc2n1CCOc1ccccc1 | i | 2 | i | i | -3 | i | i | -1 | -3 | i | i
38 | c1ccc(CCSc2nccn2-c2ccccc2)cc1 | i | -7 | i | i | 1 | i | i | -5 | 2 | i | i
39 | Cc1nc(-c2cc(C#N)c(=O)[nH]c2C)cs1 | i | -6 | i | i | -7 | i | i | -1 | -3 | i | i
40 | C=C(C)Cn1c(-c2cccc([N+](=O)[O-])c2)n[nH]c1=S | i | 1 | i | i | 3 | i | i | 4 | -1 | i | i
41 | O=C(Nc1cccnc1)c1ccc(Cl)c([N+](=O)[O-])c1 | i | -8 | i | i | -4 | i | i | -2 | -1 | i | i
42 | COc1ccc(Cl)c(NC(=O)NCCN2CCN(c3ccccc3)CC2)c1 | i | -11 | i | i | 1 | i | i | -2 | -18 | i | i
43 | CCSC(=Nc1ccccc1)C1=C(O)COC1=O | i | -1 | i | i | -1 | i | i | -1 | 1 | i | i
44 | Cc1ccc(Cl)cc1NC(=O)CN1CCOCC1 | i | -5 | i | i | -1 | i | i | -3 | -3 | i | i
45 | COc1ccc(C(=O)CN2C(=O)c3ccccc3C2=O)c(OC)c1C | i | -7 | i | i | 5 | i | i | 0 | 2 | i | i
46 | COc1ccccc1/C=C1\SC(=S)N(CCC(=O)NCCc2ccc(O)cc2)C1=O | i | -6 | i | i | 6 | i | i | 3 | 3 | i | i
47 | O=C(CN1C(=O)CSC1=O)Nc1ccccc1F | i | -10 | i | i | 7 | i | i | 0 | 2 | i | i
48 | Cn1cnc(S(=O)(=O)N2CCN(c3cccc(C(F)(F)F)c3)CC2)c1 | i | -6 | i | i | -2 | i | i | 2 | 12 | i | i
49 | Cc1ccccc1C(=O)Nc1ccc(C(=O)N/N=C/c2ccc(O)c(Br)c2)cc1 | i | -9 | i | i | 2 | i | i | 1 | 0 | i | i
50 | CC(C)(C)c1cc(CN2CCN(CCC#N)CC2)cc(C(C)(C)C)c1O | i | -9 | i | i | -4 | i | i | 0 | 1 | i | i
51 | CCN(CC)c1ncnc2ccc(Br)cc12 | i | -6 | i | i | 1 | i | i | -8 | 5 | i | i
52 | CC1CCCN(C(C(=O)Nc2ccc3c(c2)OCCO3)c2ccccc2)C1 (stereo not given) | i | -6 | i | i | 6 | i | i | -2 | -2 | i | i

Source: PubChem
